PP5 inh = inhibitors of human protein phosphatase 5 (PP5); inhibition, % at 6.7 µM; purified PP5c, OMFP substrate fluorescence; 0.18% of 320,000 active;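 active means inhibition above the campaign's mean inhibition across all tested compounds plus 3 SD, cut at about 9.5% in these data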;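 further: 0% = DMSO only and 100% = 100 µM cantharidin control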
TPT1 inhibitor = inhibitors of Candida albicans tRNA 2'-phosphotransferase TPT1. recombinant caTPT1, FP RNA substrate dephosphorylation. inhibition, % at 5 µM. 0.81% of 300,000 active. AID 1962;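 active means inhibition above the mean of all tested compounds plus 3 SD, set per screening campaign, cut at about 24% in these data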;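 further: plate controls were DMSO alone for no effect and ferristatin control at 100 nM for full effect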
PREPL inh = inhibitors of human prolyl oligopeptidase-like enzyme PREPL. inhibition, % at 5.96 µM. 0.68% of 320,000 active. recombinant PREPL, fluorescence polarization activity-based probe; in the data active means inhibition above about 43%;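 further: 0% = enzyme with DMSO and 100% = wells lacking enzyme; many of its hits are not listed in these tables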
HCV core dimer = HCV core protein dimerization inhibition. TR-FRET GST/Flag-core106 dimerization, 1536-well. AID 1899. inhibition, % at 5 µM. 0.33% of 300,000 active;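 active means inhibition above the mean of all tested compounds plus 3 SD, set per screening campaign, cut at about 45% in these data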
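Assay system: Tagged HCV core106 pair (GST and Flag) | Buffer or medium: KF-containing HEPES buffer, pH 7.45, DTT, CHAPS, BSA | Also added: Eu donor and XL665 acceptor anti-tag antibodies | Dosing: One concentration, 5 µM, in 0.5% DMSO | Timing: 4 h at 22.5 °C | Technique: TR-FRET 671 and 617 nm emission | Repeats: Singlicate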
PP1 counter = counter-screen for PP5 inhibitors: inhibitors of human PP1-alpha. purified PP1alpha, OMFP fluorescence. inhibition, % at 6.7 µM. 0.9% of 320,000 active;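 active means inhibition above the mean inhibition of all tested compounds plus 3 SD, computed separately for each screening campaign, cut at about 15% in these data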
Target sequence (P62136 whole entry, looked up): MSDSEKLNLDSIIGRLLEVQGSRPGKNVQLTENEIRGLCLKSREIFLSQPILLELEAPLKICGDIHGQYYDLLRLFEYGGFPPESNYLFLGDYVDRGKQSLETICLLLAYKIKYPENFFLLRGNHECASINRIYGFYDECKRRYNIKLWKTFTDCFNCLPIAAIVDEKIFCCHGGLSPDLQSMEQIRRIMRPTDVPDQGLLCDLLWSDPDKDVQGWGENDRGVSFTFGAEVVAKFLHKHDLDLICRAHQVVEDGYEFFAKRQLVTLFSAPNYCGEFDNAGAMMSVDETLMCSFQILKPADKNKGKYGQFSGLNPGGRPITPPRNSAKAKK
CTSL1 counter = cathepsin L1 inhibition, PFM18AAP counter-screen. recombinant F. hepatica cathepsin L1, Z-Leu-Arg-MCA fluorescence. inhibition, % at 5.96 µM. 0.49% of 300,000 active;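 active means inhibition above the mean of all tested compounds plus 3 SD, set per screening campaign, cut at about 17% in these data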;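 further: 0% = plate median of test compound wells and 100% = 1 µM Z-Phe-Ala-diazomethylketone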
LYPLA2 inh = blocks human lysophospholipase 2, a PME1 counter-screen. O95372. recombinant LYPLA2, FP-Rh probe fluorescence polarization. inhibition, % at 5.9 µM. 0.38% of 320,000 active;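 active means inhibition above the screen-wide mean plus 3 SD, limit set per campaign, cut at about 26% in these data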;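 further: 0% = LYPLA2 with DMSO and 100% = wells lacking LYPLA2 enzyme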
Target sequence (O95372 whole entry, looked up): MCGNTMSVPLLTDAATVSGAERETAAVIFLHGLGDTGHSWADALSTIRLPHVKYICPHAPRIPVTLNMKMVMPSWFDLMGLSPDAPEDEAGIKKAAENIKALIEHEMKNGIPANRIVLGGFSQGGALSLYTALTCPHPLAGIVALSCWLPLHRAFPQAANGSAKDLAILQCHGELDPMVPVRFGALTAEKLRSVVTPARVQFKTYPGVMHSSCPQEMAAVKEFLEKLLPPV
Efflux pump mplx = inhibitors of Candida antifungal efflux pumps expressed in yeast; 0.44% of 330,000 active; inhibition, % at 10 µM; S. cerevisiae Candida pump triplex, Nile Red efflux;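 active means plate passing quality check with inhibition over a set limit, or well fluorescence over plate mean plus 4 SD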;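 further: Nile Red retained in pooled yeast measured as flow cytometry median fluorescence; 0% = buffer negative control and 100% = Enniatin B positive control; higher means more Nile Red kept so more efflux inhibition; some compounds called inactive have numbers as strong as hits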
GASC-1 inh = blocks human GASC-1 demethylase activity. AID 2099. GST-JMJD2C(1-420) H3K9me3 demethylation, DELFIA europium. 0.069% of 330,000 active. Q9H3R0. inhibition, % at 2.35 µM;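 active means more than half of a compound's replicate wells show inhibition beyond 50%, single wells judged on their own value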;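 further: signal counts dimethyl H3K9 product captured on neutravidin plate; 0% = median of DMSO wells and 100% = 0.3 times that DMSO median; strong numbers were not always called active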
Target sequence (Q9H3R0 1-420 limits assumed): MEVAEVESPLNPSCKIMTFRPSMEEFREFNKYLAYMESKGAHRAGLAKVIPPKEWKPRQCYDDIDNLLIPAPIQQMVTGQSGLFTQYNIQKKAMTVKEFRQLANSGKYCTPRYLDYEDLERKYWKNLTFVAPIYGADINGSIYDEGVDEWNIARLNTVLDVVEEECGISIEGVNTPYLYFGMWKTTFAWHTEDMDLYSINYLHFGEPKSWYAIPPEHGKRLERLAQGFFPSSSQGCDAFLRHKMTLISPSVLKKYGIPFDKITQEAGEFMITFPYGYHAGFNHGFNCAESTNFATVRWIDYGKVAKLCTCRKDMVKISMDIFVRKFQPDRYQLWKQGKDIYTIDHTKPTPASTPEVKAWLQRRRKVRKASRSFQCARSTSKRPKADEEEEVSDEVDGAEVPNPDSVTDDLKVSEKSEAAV
Starred values were filed as active, the others as inactive; i = inactive; · = not tested or not shown; & = joins results of further samples.

Order of results: PP5 inh	TPT1 inhibitor	PREPL inh	HCV core dimer	PP1 counter	CTSL1 counter	LYPLA2 inh	Efflux pump mplx	GASC-1 inh
CN(C)S(=O)(=O)c1ccc(NC(=O)N2CCN(c3ccccc3)CC2)cc1
→ 2.2	-0.7	-1.4	-4.3	-1.0	1.1	-2.4	-0.1	6.9
COc1cc(CN2CCC(C(=O)N3CCN(c4ccccc4F)CC3)CC2)cc(OC)c1O
→ 3.9	2.0	17.4	-1.8	-0.8	1.4	0.0	-0.1	19.0&4.9
Oc1c(C(Nc2ccccn2)c2cccnc2)cc(Cl)c2cccnc12 (stereo not given)
→ 2.6	-2.4	11.4	-2.8	21.8*	1.1	4.5	-0.6	4.3
COc1ccc(Cl)cc1NC(=O)C1(c2cccs2)CCOCC1
→ 1.0	-2.8	-4.1	1.5	2.9	1.1	-1.8	0.1	4.3
CCCCN(CCCC)CCC(O)c1cc2c(Cl)cc(Cl)cc2c2cc(C(F)(F)F)ccc12 (stereo not given)
→ -0.7	-2.0	9.5	-12.0	17.0*	1.5	-5.2	0.0	·
CS(=O)(=O)c1ccccc1-c1nc(-c2cc(C(F)(F)F)cc(C(F)(F)F)c2)no1
→ 0.8	-1.5	1.9	4.8	-4.4	0.5	-2.7	-0.2	0.0
COc1cc(NCc2ccccc2)c2ncn(C(C)C)c2c1
→ 3.2	·	0.7	·	-1.8	·	0.6	-0.2	-1.5
COc1ccc2oc(C(=O)NCCc3ccccc3)c(C)c2c1
→ 1.1	5.4	-2.5	19.8	0.5	-0.7	-8.7	0.1	2.6
CCCOC(=O)c1ccc2c(c1)C(=O)N(c1ccccc1)C2=O
→ -0.5	0.9	-4.9	-3.2	-2.2	-0.7	-2.9	0.0	1.7
O=C(NCC(c1cccs1)N1CCOCC1)c1ccc(Cl)nc1 (stereo not given)
→ 0.5	·	5.7	·	3.4	·	3.1	-0.1	0.7
O=C1N/C(=C\c2ccc(O)cc2)C(=O)c2ccccc21
→ 1.9	12.6	10.6	13.2	0.1	108.4*	4.9	0.0	-10.0
Cc1ccc(C(C)C)c(OCC(=O)N/N=C/c2ccc(S(=O)(=O)O)o2)c1
→ 1.0	1.7	3.0	2.9	-0.4	0.2	4.0	0.0	-2.7
O=C(CN1CCC(n2nnc3ccccc32)CC1)Nc1ccc2c(c1)CCC2
→ 2.4	-1.5	-4.9	16.5	-3.9	-1.5	-3.0	-0.1	1.9
CCOC(=O)Cn1c(=O)oc2cc(S(=O)(=O)NCc3ccccn3)ccc21
→ -0.5	5.5	6.0	-9.4	0.5	0.2	0.2	-0.1	7.3
COc1ccc(C(=O)Nc2cc(C)nn2-c2cccc(F)c2)cc1
→ 0.4	-3.5	-2.4	-7.4	-4.2	-4.0	-3.0	-0.2	0.6
CCN(CC(=O)Nc1ccccc1OC)C(=O)CCOc1ccc(C(C)(C)C)cc1
→ 3.3	-1.8	25.3	1.3	-4.2	4.0	-2.2	0.1	2.0
CN(CC(=O)Nc1ccccc1C(=O)NC1CC1)Cc1ccc(Cl)cc1
→ -0.2	·	-2.9	·	-1.0	·	2.3	0.2	4.3
Cc1cc([N+](=O)[O-])nn1CCCC(=O)NCc1ccc(F)cc1
→ 0.7	2.8	-12.8	-1.6	-4.7	-2.9	2.0	0.1	2.9
Cc1ccoc1C(=O)N1CCCCC1C(=O)O (stereo not given)
→ 2.0	0.6	-3.0	-0.2	-2.4	-1.6	3.9	-0.2	-1.7
CCOC(=O)NC(c1cccc(Cl)c1)C1CCCCCC1=O (stereo not given)
→ 4.1	3.0	-4.7	-0.6	3.6	-1.8	-4.0	0.0	-12.1
O=Cc1ccc(OC(=O)C2CC(=O)N(c3ccc(F)cc3)C2)cc1 (stereo not given)
→ -0.7	0.4	-5.3	-1.1	-3.5	-7.4	0.1	0.1	-4.6
Cc1cc(N=Cc2c(O)ccc3cc(Br)ccc23)no1
→ -0.2	3.0	2.7	39.6	0.7	-2.5	0.1	-0.1	-5.8
Cc1cc(CN2CCCC(N3CCc4ccccc4C3)C2)cc(C)c1O (stereo not given)
→ -0.4	-3.0	-35.1	10.1	-3.4	-1.4	-0.9	-0.1	-1.4
COC(=O)C1=C(C)N(CC2CC2)C(=NCCN2CCOCC2)N[C@H]1c1ccccc1
→ 2.8	-3.1	11.1	7.8	1.4	1.3	-2.1	0.1	-12.2
CC(Oc1cc(F)ccc1[N+](=O)[O-])C(=O)N(C)CC(=O)Nc1ccccc1C(F)(F)F (stereo not given)
→ -2.6	-1.6	-1.1	0.1	-2.1	2.1	-4.0	-0.1	-1.8
CCCCN1C2CCCC1CC(NC(=O)c1cccc(Cl)c1)C2 (stereo not given)
→ 1.5	5.1	-3.2	-3.1	2.6	1.8	-2.0	-0.1	-28.3
COCCNC(=O)/C(C#N)=C/c1ccc(OCc2ccccc2)cc1
→ 3.6	-6.3	-25.0	7.7	-2.3	1.0	4.7	0.1	41.1
COC(=O)c1ccc(/C=N\n2c(C)nnc2C)cc1
→ 0.1	3.1	6.7	-2.4	-0.4	1.4	11.9	0.0	-3.0
COc1ccc(NC(=O)c2nc(C)n(-c3ccc([N+](=O)[O-])cc3)n2)cc1
→ 0.3	-9.9	2.4	2.8	-4.1	-5.6	2.0	0.0	-8.6
CCN(CC)S(=O)(=O)c1ccc(/C=C/C(=O)OCC#N)cc1
→ -1.7	-2.2	-0.4	-3.5	-1.2	1.0	3.4	0.1	-8.2
C=CCNC(=S)NN=C1CCC(c2ccccc2)CC1 (stereo not given)
→ 1.2	-0.6	7.4	4.7	1.7	-1.4	-3.2	-0.1	2.1
Cc1cc(O)c(C(C)C)cc1NC(=O)c1ccccc1Cl
→ 3.7	2.1	-2.0	-8.9	1.4	-2.5	-1.8	0.0	5.5
NNC(=O)/C(=N/Nc1ccccc1)S(=O)(=O)c1ccc(Cl)cc1
→ 3.9	4.4	11.5	9.6	8.0	6.7	-1.3	-0.1	-5.6
Cc1nnc(NC(=O)C23CC4CC(C)(CC(C)(C4)C2)C3)s1
→ 3.2	-1.8	-12.3	-1.7	1.1	-0.9	12.3	0.1	5.6
CC1CCc2c(sc(NC(=O)Cn3cnc([N+](=O)[O-])n3)c2C(N)=O)C1 (stereo not given)
→ 1.6	0.4	1.4	-8.7	-0.2	1.2	5.2	-0.2	1.0
Cc1ccc(C(C(=O)NC2CCCC2)N(Cc2ccccc2)C(=O)c2csnn2)o1 (stereo not given)
→ -1.4	1.6	-4.3	2.1	4.1	0.3	-4.2	0.1	i
CC1CCN(C(=O)CSc2nnc(-c3cccs3)o2)CC1
→ 1.2	-0.7	7.8	-11.9	2.6	-1.2	2.4	-0.2	11.0
COc1cccc(NC(=O)CSc2nc3c(c(=O)n2C)SC(C)C3)c1 (stereo not given)
→ 1.1	-1.5	0.1	1.7	-1.8	1.3	13.2	-0.2	3.2
COc1cc(/C=C/C(=O)O)cc(S(=O)(=O)NCc2ccc3c(c2)OCO3)c1OC
→ 0.1	-1.0	-3.8	-0.4	-3.9	-1.7	-0.9	-0.1	-23.3
O=C(Nc1cccc2c1C(=O)NC2=O)c1ccc(N2C(=O)CCC2=O)cc1
→ 1.7	-2.7	17.4	-2.0	-3.4	42.4*	3.8	0.0	-0.1
O=C(Nc1cccc2c1CCCC2)c1ccc(Br)o1
→ 3.0	-1.2	7.0	-17.1	0.1	10.6	-5.2	0.1	5.7
O=C(O)c1ccc(-n2nnnc2Oc2ccccc2C(=O)N2CCOCC2)cc1
→ 0.5	-2.5	-17.1	-5.6	2.5	-0.4	-3.0	0.0	-16.6
CC(=O)C1=C(O)C(=O)N(c2cccnc2)C1c1ccc(Cl)cc1 (stereo not given)
→ 0.2	-2.8	-5.6	1.7	-1.9	-1.2	6.9	0.2	-6.7
O=C(NCCCN1CCOCC1)C1CCC(=O)N1CCc1ccccc1 (stereo not given)
→ -1.0	-0.2	-2.1	4.6	-2.9	1.3	-4.3	-0.2	3.4
Cc1cccc(-n2c(O)c(C=Nc3cccc(O)c3)c3ccccc3c2=O)n1
→ 0.2	1.8	-0.7	-3.1	-6.8	-0.2	-3.1	0.2	2.2
CCN(CC)S(=O)(=O)c1cccc(N2CC(O)=C(c3ccccc3)C2=N)c1
→ 1.1	-6.1	27.8	0.1	-0.3	1.6	0.4	-0.1	-3.6
COc1ccc(NC(=O)C2CCC(N3C(=O)C4C5C=CC(C5)C4C3=O)CC2)cc1 (stereo not given)
→ -1.2	-4.9	0.3	-3.0	-2.6	0.0	6.4	-0.1	13.3
Cc1cc(C(=O)COc2ccccc2Cl)c(C)n1-c1ccc2c(c1)OCO2
→ 4.3	-1.1	4.5	10.3	5.2	-5.0	-0.6	0.2	-8.8
CCOC(=O)c1ccc(NC(=O)CCNC(=O)c2ccc([N+](=O)[O-])cc2)cc1
→ 1.9	-0.7	0.9	1.2	-0.7	-0.6	6.0	0.1	-1.5
Cc1ccc2c(c1)-c1c(ssc1=S)C(C)(C)N2C(=O)c1ccco1
→ 0.8	1.8	-3.4	-14.7	-4.8	9.6	3.7	-0.2	-3.9
COc1ccc(NC(=O)c2cnn(-c3ccccc3)c2C)cc1OC
→ 0.9	1.0	-2.6	-0.1	-0.5	-5.1	6.3	0.1	-21.7
Cc1ccc(C(=O)NCC(=O)N2CCCC(C(F)(F)F)C2)s1 (stereo not given)
→ 0.7	-3.6	3.8	-1.7	-3.5	-6.3	-2.5	0.0	179.0
Cc1ccc2[nH]c3c(NCCCN4CCCC4=O)ncnc3c2c1
→ 3.0	2.7	-2.0	2.0	-3.5	2.0	-5.0	0.0	-0.8
Cn1nccc1C(=O)Nc1sc2c(c1C#N)CCCC2
→ -0.4	0.9	-1.2	1.1	-0.4	1.9	2.1	-2.8	3.8

Some of these compounds in order of the Efflux pump mplx value, highest first:
| SMILES | Efflux pump mplx |
| --- | --- |
| CC(=O)C1=C(O)C(=O)N(c2cccnc2)C1c1ccc(Cl)cc1 (stereo not given) | 0.2 |
| CCOC(=O)c1ccc(NC(=O)CCNC(=O)c2ccc([N+](=O)[O-])cc2)cc1 | 0.1 |
| Cc1ccc2c(c1)-c1c(ssc1=S)C(C)(C)N2C(=O)c1ccco1 | -0.2 |

Bioassay records as filed in PubChem BioAssay.

The list is partial. The share of hits here may be higher or lower than overall.
